Screening data: PubChem, several laboratories
Exocytosis inh: lytic granule exocytosis inhibition | TALL-104 LAMP-1 surface exposure, flow cytometry; cells stimulated with thapsigargin and PMA | AID 651702 | hit rate 0.66% among 360,000 | inhibition, % at 10 µM;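 active = inhibition above about 55%, limit read from the data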
m5-HT2A agonist: mouse HTR2A agonism via beta-arrestin recruitment | activation, % at 7.6 µM | CHO-K1 mHTR2A beta-arrestin complementation, luminescence; percent of 30 µM serotonin response | AID 624169 | hit rate 0.66% among 360,000 | P35363;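 active = activation above a run cutoff, the mean activation of all tested compounds plus 3 SD, cut at about 14% in these data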;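 also: 0% = plate median of compound wells and 100% = 30 µM serotonin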
Target sequence (P35363 whole entry, looked up): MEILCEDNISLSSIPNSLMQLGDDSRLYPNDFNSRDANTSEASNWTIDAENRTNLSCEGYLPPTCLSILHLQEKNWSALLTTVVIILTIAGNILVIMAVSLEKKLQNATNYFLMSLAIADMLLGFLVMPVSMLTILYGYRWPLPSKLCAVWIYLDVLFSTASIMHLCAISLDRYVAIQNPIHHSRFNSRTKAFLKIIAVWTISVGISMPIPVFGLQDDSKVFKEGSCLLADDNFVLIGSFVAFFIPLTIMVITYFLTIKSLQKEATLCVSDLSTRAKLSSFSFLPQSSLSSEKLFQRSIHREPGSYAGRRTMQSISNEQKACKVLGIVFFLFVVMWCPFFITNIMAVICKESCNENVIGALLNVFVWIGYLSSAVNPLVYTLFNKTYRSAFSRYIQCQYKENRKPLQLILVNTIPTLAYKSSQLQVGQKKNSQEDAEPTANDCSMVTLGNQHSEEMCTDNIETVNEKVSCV
PDI turbidity: blocks human protein disulfide isomerase activity | AID 588391 | PDI insulin aggregation turbidity, A650, 90 min | hit rate 0.052% among 350,000 | P07237 | inhibition, % at 10 µM;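 active = mean inhibition across replicates of 30% or more, whatever share of single replicates reach that level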;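 also: absorbance from insulin aggregation driven by PDI reduction with DTT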
Target sequence (P07237 whole entry, looked up): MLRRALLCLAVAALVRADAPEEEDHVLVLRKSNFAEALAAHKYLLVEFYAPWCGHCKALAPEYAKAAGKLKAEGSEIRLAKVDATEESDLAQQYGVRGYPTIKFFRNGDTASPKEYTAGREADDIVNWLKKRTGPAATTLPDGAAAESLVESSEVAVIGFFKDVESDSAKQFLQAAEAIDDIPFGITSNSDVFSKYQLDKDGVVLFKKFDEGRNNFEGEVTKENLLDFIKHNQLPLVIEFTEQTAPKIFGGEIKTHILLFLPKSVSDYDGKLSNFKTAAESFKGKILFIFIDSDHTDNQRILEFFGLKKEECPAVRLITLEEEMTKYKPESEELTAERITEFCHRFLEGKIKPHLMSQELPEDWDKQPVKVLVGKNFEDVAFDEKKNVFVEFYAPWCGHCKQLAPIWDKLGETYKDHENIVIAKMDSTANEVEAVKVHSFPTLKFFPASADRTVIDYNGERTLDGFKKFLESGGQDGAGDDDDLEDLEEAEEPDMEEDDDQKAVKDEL
MC4R ag barr: activates human MC4R beta-arrestin recruitment; P32245; hit rate 0.98% among 360,000; activation, % at 8.9 µM; U2OS MC4R beta-arrestin complementation, luminescence; percent of melanotan II response, DMSO zero;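 active = activation above a per-plate cutoff, the mean activation of sample wells on that plate plus 3 SD, cut at about 8% in these data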
ABHD5-PLIN5 inh: inhibitors of human ABHD5-perilipin-5 interaction | hit rate 0.78% among 360,000 | Split G. princeps luciferase complementation, luminescence, 4 h | inhibition, % at 4 µM;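 active = inhibition above the mean inhibition across every tested compound plus 3 SD, cut at about 22% in these data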;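 also: 0% = DMSO only wells and the 100% control is not disclosed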
MC4R antagonist: human MC4R antagonism in cAMP assay. P32245. MC4R-expressing cells, MTII-stimulated cAMP, LANCE TR-FRET. inhibition, % at 6.5 µM. hit rate 0.48% among 360,000. AID 540295;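 active = inhibition above its plate's cutoff, the mean of tested wells on that plate plus 3 SD, cut at about 29% in these data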;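 also: 0% = Melanotan II alone and 100% = Melanotan II plus saturating MCL0020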
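System: U2OS-MC4R stable cell line; Technique: Eu-cAMP/anti-cAMP TR-FRET, emission 671 nm; Repeats: single well per compound; Also added: Melanotan II; Dosing: one concentration, 6.5 µM nominal; Schedule: 30-min compound, 1-h challenge, 1-h detection, room temperature.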
ABCB6 inh 2: inhibitors of human ABC transporter ABCB6; Q9NP58; hit rate 0.19% among 360,000; K562-ABCB6 porphyrin accumulation, flow cytometry, 1 h; active compounds read low; AID 602162; fluorescence ratio to DMSO, % at 10 µM;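 active = fluorescence ratio to DMSO below 75%, the collection mean minus 3 SD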;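 also: signal is porphyrin accumulated inside mitochondria; 100% equals median channel fluorescence of DMSO control wells; lower ratio means ABCB6 inhibition with less porphyrin fluorescence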
H9c2 protect: modulators protecting cardiomyocytes from myocardial damage; H9c2 cardiomyocytes, H2O2 injury protection, ATPLite, 2 h; protection from H2O2 cell death, % at 20 µM; hit rate 0.63% among 360,000; AID 588492;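 active = compounds giving at least 50% protection of heart cells from peroxide-induced death in the single-dose screen, raw or plate-pattern-corrected value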;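 also: 0% = DMSO wells with peroxide and 100% = DMSO wells without peroxide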
N-glyco inh: N-linked glycosylation inhibition; D54 ERlucT glycosylation luciferase reporter, 24 h; percent of 100 nM tunicamycin response; reporter increase, % at 12.5 µM; hit rate 0.23% among 360,000; AID 588692;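 active = mean luciferase reporter signal, scaled so untreated is 0 and the glycosylation-blocking control 100, at or above a set limit in every replicate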;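 also: luciferase carries N-glycosylation sites so blocking glycosylation raises the light; 0% = median of neutral control wells and 100% = median of 100 nM tunicamycin wells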
CaV13 FRET inh: Disruptors of the CACNA1D IQ motif to Ca2+-dependent inactivation inhibitor domain association, primary screening, Förster resonance energy transfer in intact living … | hit rate 0.098% among 340,000 | HEK cells, CFP/YFP FRET ICDI-IQ, plate reader, 10 min; percent FRET-ratio fall versus neutral wells | inhibition, % at 12.3 µM;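 active = mean replicate inhibition of at least 30% and at least 1% of replicates passing that level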;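 also: 0% = median of the neutral control wells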
Numbers without * were called inactive; / = no result given.

The line under a structure holds: Exocytosis inh	N-glyco inh	PDI turbidity	CaV13 FRET inh	ABCB6 inh 2	m5-HT2A agonist	MC4R ag barr	ABHD5-PLIN5 inh	MC4R antagonist	H9c2 protect
[1] N#Cc1ccc(-c2csc(-c3ccno3)n2)cc1
 : -5.5	2.3	-5.5	-0.6	96.0	-4.3	-0.1	-8.6	12.0	-6.4
[2] Cc1ccn2c(Cc3ccccc3)c(-c3ccc(Br)cc3)nc2c1
 : 5.4	-8.5	-4.6	-9.1	98.0	-3.7	-2.1	-0.9	-3.0	-21.1
[3] CCCCN1C(=O)C(CC(=O)NCCc2ccccn2)CC(C(=O)N(C)C)=C1C (centres undefined)
 : -4.9	-0.1	2.5	-10.5	108.0	2.2	0.7	-6.0	11.5	-3.0
[4] COc1ccccc1C(=O)C1CCCN(Cc2cccc(OCCO)c2)C1 (centres undefined)
 : 17.8	1.2	2.1	-19.8	95.0	1.4	-0.7	4.8	-2.2	3.4
[5] COc1cccc(C(=O)Nc2cccc(-c3ccc(N4CCOCC4)nn3)c2)c1
 : 2.0	-6.3	-5.3	-2.2	94.0	-0.9	-2.2	8.1	10.8	-4.9
[6] N=c1oc2ccccc2cc1-c1nc(-c2ccc(Cl)cc2)cs1
 : 0.5	1.5	-3.4	-4.4	103.0	2.3	1.3	-0.6	3.5	-3.6
[7] CC(=O)c1ccc(N2CCN(C3CCC(C(C)(C)C)CC3)CC2)cc1 (centres undefined)
 : -4.2	-0.2	14.7	-21.1	96.0	-5.6	4.8	1.2	5.4	-4.5
[8] COc1ccc(S(=O)(=O)C(C#N)c2nc3ccccc3nc2N2CCCCC2)cc1 (centres undefined)
 : 2.1	2.8	14.5	/	122.0	0.2	-1.3	0.6	2.6	-6.8
[9] Cc1ccc(CS(=O)(=O)CCC(=O)NCc2cccs2)cc1
 : -2.2	-0.3	-13.3	-5.8	95.0	2.7	-0.9	1.9	-5.3	3.7
[10] O=C(c1ccc([N+](=O)[O-])o1)N(Cc1nnc(-c2ccccc2Cl)o1)C1CC1
 : -0.2	4.8	-9.2	-6.1	96.0	5.9	-2.2	-0.8	3.5	2.5
[11] Clc1ccc(SCc2cc(-c3ccccc3)on2)cc1
 : 0.4	0.8	9.2	/	94.0	0.6	-0.2	-6.4	3.9	-13.6
[12] Cc1nn(-c2ccccc2)c(Cl)c1/C=N/NC(=O)c1ccc(CNc2ccccc2)o1
 : -2.1	0.9	-3.1	-5.3	98.0	6.9	-1.8	-3.5	-5.2	2.0
[13] O=C(Cc1ccccc1)Nc1ccccc1CO
 : 0.3	0.3	11.2	-4.6	99.0	2.5	0.4	1.9	6.3	6.7
[14] CC(C)CC(N)c1csc(NC(=O)Nc2ccccc2C(C)C)n1 (centres undefined)
 : 19.7	-2.6	2.5	-5.9	107.0	-4.4	1.2	10.5	0.6	-2.8
[15] C[C@H]1CN([C@@H](C)CO)S(=O)(=O)c2ccc(Br)cc2O[C@H]1CN(C)Cc1ccccc1F
 : -5.1	-5.0	11.7	-3.7	94.0	-0.5	2.0	-4.9	-8.2	-2.5
[16] O=C(NNS(=O)(=O)c1ccccc1)C(O)(c1ccccc1)c1ccccc1
 : -0.9	0.6	-20.5	-7.0	95.0	7.8	0.4	-4.0	4.8	-4.3
[17] CCCn1nc(NC(=O)C(C)C)c2cc3cc(OC)ccc3nc21
 : -4.3	9.7	10.8	-1.2	100.0	0.9	0.1	-4.0	1.0	19.5
[18] COCCn1nnnc1CN(CCc1ccccc1)Cc1cc2ccc(C)cc2[nH]c1=O
 : 6.3	0.4	-4.1	-6.2	89.0	0.2	-1.5	2.6	-4.5	-0.6
[19] O=C(N/C(=C\c1ccccc1)C(=O)N1CCOCC1)c1ccccc1Br
 : 2.6	0.6	-5.5	-5.6	97.0	1.2	-3.5	3.7	6.9	-2.4
[20] CN(C)CCCNC(=O)COc1ccc(Br)cc1Cl
 : 6.4	-1.1	-1.9	-3.5	98.0	-5.9	0.0	-1.4	-1.3	6.8
[21] C#CCn1c(=NC(=O)c2ccco2)sc2cccc(Cl)c21
 : -5.0	-0.8	3.8	-5.1	96.0	-1.1	33.2*	-0.6	-7.8	-1.9
[22] O=C(OCC(=O)N1CCOCC1)c1ccc(Cl)nc1
 : 0.2	2.0	1.3	-7.2	106.0	3.5	-0.2	3.1	2.9	6.2
[23] CSc1ccc(NC(=O)C(C)N2CCN(C)CC2)cc1 (centres undefined)
 : 1.1	0.7	-0.6	-3.7	100.0	-3.5	-0.7	1.5	7.7	2.9
[24] CCOc1ccc(/C=C/C(=O)Oc2ccc(OC)cc2)cc1
 : 1.5	-0.6	1.9	-18.9	98.0	9.4	0.3	-1.1	2.3	0.3
[25] O=C(CN1CCN(S(=O)(=O)c2ccc(F)c(Cl)c2)CC1)N1CCc2ccccc21
 : 14.2	5.4	2.1	-3.0	99.0	-5.0	1.4	3.0	3.6	-1.6
[26] O=C(NCc1cccc(OC(F)(F)F)c1)C1CCC(=O)N(Cc2cccc(F)c2)C1 (centres undefined)
 : 11.3	-0.7	10.6	-2.7	104.0	0.7	0.2	-4.2	14.1	-6.9
[27] CCn1c(SCC(=O)Nc2nccs2)nnc1-c1ccc(S(=O)(=O)N2CCCCC2)cc1
 : 2.3	-0.5	-10.7	-5.6	87.0	0.3	-1.5	-3.1	2.1	-11.3
[28] CCC(=O)NCCn1ccc2ccccc21
 : 0.7	-1.5	/	-3.2	100.0	-3.0	-0.9	-3.3	0.8	6.4
[29] Cc1ccc(S(=O)(=O)N(C)CCCC(=O)N2CCCCC2)cc1
 : -5.6	1.7	1.5	-5.3	120.0	-2.0	0.2	3.3	2.9	-2.8
[30] CCn1c2ccccc2c2cc(NC(=O)CSc3nccc(=O)[nH]3)ccc21
 : -2.7	3.4	-1.6	0.3	103.0	-1.7	-1.0	18.1	10.5	15.0
[31] CC/C(=N\NC(=S)NC(C)C)c1ccc(OC)c(OC)c1
 : -1.9	-0.4	-3.1	7.5	108.0	4.7	2.9	-1.1	12.6	-13.7
[32] Cc1ccccc1NC(=O)CN1CCC(C(=O)c2ccc3c(c2)OCCO3)CC1
 : 17.2	-2.2	-6.7	-3.7	103.0	-10.7	-3.3	-5.3	6.5	-5.8
[33] Cc1cc(C)n(CC(O)Cn2cnc3c2c(=O)n(C)c(=O)n3C)n1 (centres undefined)
 : 1.5	1.7	1.3	-4.8	99.0	-0.8	0.4	-2.5	15.7	4.6
[34] O=C(CCC(=O)OCC(=O)c1ccccc1)NC1CCCCC1
 : -0.2	0.8	-0.4	/	100.0	-2.9	-0.4	-5.4	9.0	-2.0
[35] C=CCNc1nc(C(=O)OCC(=O)c2ccc(Cl)cc2)cs1
 : 3.4	0.0	-6.2	-5.8	97.0	5.7	-1.1	-2.8	6.9	-2.7
[36] C=CCn1cnc2c(c1=O)c1nc3ccccc3nc1n2/N=C/c1cccc(OC)c1OC
 : -6.5	2.6	1.3	-7.0	93.0	-0.5	-3.3	-0.6	12.9	73.6*
[37] COc1cccc(COC(=O)CSCC(=O)Nc2ccc(C)cc2)c1OC
 : 0.2	-2.6	1.4	-15.6	97.0	4.1	0.1	0.6	-4.6	-1.6
[38] O=C(NCc1ccccc1)c1ccc(Br)cc1Br
 : 0.5	-1.1	-11.5	-6.9	118.0	-4.1	-1.2	-0.6	5.3	0.0
[39] CCCn1c(=O)c(C(=O)NCc2ccc(OC)c(OC)c2)c(O)c2ccccc21
 : -2.6	1.4	6.3	/	99.0	3.3	-0.8	-4.5	8.4	36.4
[40] CN1CCNC(=O)C1CC(=O)NCCc1ccccc1F (centres undefined)
 : 2.4	4.2	-0.5	-4.9	97.0	-0.5	-0.4	-0.1	5.5	2.3
[41] CCOC(=O)N1CCN(S(=O)(=O)c2cc(Br)cc3c2N(C(=O)CC)CC3)CC1
 : -0.6	0.0	-5.4	-4.3	97.0	0.9	-2.3	1.2	-2.4	9.2
[42] O=S(=O)(c1ccc2c(c1)OCCO2)N1CCC(O)(c2ccc(Cl)cc2)CC1
 : -2.2	0.8	2.3	-3.7	99.0	-6.6	-0.7	-1.6	4.8	-7.5
[43] CCCN(CC(=O)Nc1ccccc1OC)C(=O)C1CCCC1
 : 14.5	-1.7	-6.5	-15.2	98.0	10.4	-3.3	-1.6	8.5	3.8
[44] CN(C(=O)c1ccc(NC(=O)Cc2ccc(NC(=O)C3CCCN(C(=O)c4ccccc4)C3)cc2)cc1)C1CC1 (centres undefined)
 : 18.4	-1.1	-2.0	-5.6	86.0	2.3	-0.6	3.3	6.7	-2.7
[45] CCCCc1nc2sc3c(=O)[nH]c(=S)[nH]c3c2c2c1CCC2
 : -4.1	0.9	0.9	-1.7	95.0	-3.8	-2.7	3.9	3.4	1.4
[46] COc1ccc(-c2nc(CS(=O)CC(=O)NC3CCCC3)c(C)o2)cc1OC (centres undefined)
 : -1.1	4.6	-19.4	-6.8	99.0	3.7	-1.0	6.2	0.5	2.0
[47] Cc1cc(C)cc(-n2c(C)cc(C=C(C#N)C#N)c2C)c1
 : -2.8	1.3	-7.0	-3.9	94.0	-3.7	-1.2	-3.8	3.9	-4.7
[48] COc1ccccc1Oc1ncnc2c1cnn2-c1ccccc1
 : 0.2	0.3	-6.1	3.0	100.0	-4.1	-1.7	-4.4	0.0	-6.7
[49] CN(C1CCCCC1)S(=O)(=O)c1ccc2c(c1)c(=O)c(C(=O)N1CCc3ccccc3C1)cn2C
 : -10.6	0.6	0.5	-6.8	104.0	0.0	1.4	2.3	13.7	7.4
[50] CSc1nc(NCc2ccccc2)c2c3c(sc2n1)CN(C)CC3
 : 0.3	-0.3	-2.1	-4.9	98.0	-10.8	1.3	14.3	-4.6	3.6
[51] O=[N+]([O-])c1ccc(N2CCN(c3ccc(O)cc3)CC2)cn1
 : -2.3	-2.1	23.8	-7.1	92.0	-3.5	-1.2	9.4	4.1	-1.7
